# Compound activity deposited in PubChem by National Center for Advancing Translational Sciences (NCATS).
# TGFb inhibitor = inhibitors of TGF-b signaling; Potency, µM (titrated, usually from 46.1 µM), inactives show at the top dose activity, negative = inhibition, most hits filed as inhibitors; HepG2 CAGA-GFP TGF-b/SMAD3 reporter, GFP fluorescence, 18 h; TGF-beta stimulated, 500 pg/mL final; 410,000 compounds, 1.2% hits; AID 588855; also: potency is read from the fitted curve at half-maximal effect; % is scaled to controls: 0 for no effect and ±100 for the full control effect; nearly all actives have a fitted effect of over 65% in size
#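 First, reporter cells (HEPG2 CAGA-GFP) rested 2 h at 37 degrees C. Next, compounds were pinned in and TGF-beta added to 500 pg/mL final. After 18 h, GFP was imaged per cell and summed per well.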
# Nrf2 inh = blocks Nrf2 signaling. A549 ARE-Fluc reporter, luciferase luminescence, 18-24 h. Potency, µM (series often up to 46 µM), without a hit: at the highest dose activity change, negative = inhibition, most hits filed as inhibitors. 360,000 compounds, 2.1% hits. AID 504444; also: potency is read from the fitted curve at half-maximal effect; % is scaled to controls: 0 for no effect and ±100 for the full control effect; nearly all actives have a fitted effect of over 60% in size
#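 A549 ARE_Fluc cells (5000/well, 5% FBS OPTI-MEM) pre-incubated 2 h, then treated with compounds 18-24 h at 37C/5% CO2 in concentration-response. CellTiter-Fluor viability read first; BugLite luciferase luminescence after 15 min at room temperature gives Nrf2 activity.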
# HepG2 tox = counter-screen for TGF-b inhibitors: cytotoxicity in HepG2 cells; HepG2 CAGA-GFP viability, ATP luminescence, 18 h; Potency, µM (titrated, usually from 46.1 µM), without a hit: at the highest dose activity change, negative = cytotoxicity, most hits filed as cytotoxic; 410,000 compounds, 0.76% hits; also: potency is read from the fitted curve at half-maximal effect; some results filed as inactive show a strong effect at the top dose
#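 HepG2 CAGA-GFP cells (1000/well, DMEM with 1% FBS) received compound, then TGF-beta at 500 pg/mL final, and were incubated 18 hours at 37 degrees C. Viability was read by CellTiter-Glo luminescence. Media-only wells were set as complete cell-killing and DMSO as no toxicity.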
# ATXN2 expr inh = reduces ATXN2 reporter expression in HEK-293 cells; HEK-293 ATXN2-luciferase reporter, luminescence, 24 h; Potency, µM (highest dose often 57 µM), for inactives: at the top dose activity change, negative = inhibition, hits mostly inhibitors; 360,000 compounds, 0.72% hits; also: potency is read from the fitted curve at half-maximal effect; % is scaled to controls: 0 for no effect and ±100 for the full control effect; nearly all actives have a fitted effect of over 55% in size
#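 qHTS (up to 57 uM final) was run with 24 h compound exposure of reporter cells at 37 °C. Each well was multiplexed: SteadyGlo luminescence measured ATXN2-luciferase expression after a fluorogenic Gly-Phe-AFC viability readout (25 uM final).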
# S2 tox = viability counter-screen for ATXN expression inhibitors. S2 cells (HEK-293 line with an ATXN2-luciferase reporter) viability, CellTiter-Fluor protease fluorescence, 24 h. Potency, µM (series often up to 56.7 µM), usual class: cytotoxic. 400,000 compounds, 0.49% hits. AID 651635; also: potency is read from the fitted curve at half-maximal effect; nearly all actives have a fitted effect of over 40% in size
# IL-1B inflam inh = inhibitors of inflammasome signaling (IL-1 beta secretion); THP-1 LPS/ATP IL-1B secretion, AlphaLISA, 16 h; hits give low values; 360,000 compounds, 4.7% hits; AID 743279; activity change, % at 57.5 µM; in the data active = activity change below about -50%; inconclusive = mostly about -30% to -49%; also: % is scaled to controls: 0 for no effect and ±100 for the full control effect
#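 Secreted IL-1B measured by AlphaLISA bead assay after 16 h compound exposure of THP-1 cells; compounds (final up to 57.5 uM) added 1 h before LPS (250 ng/mL) and ATP (1.25 mM) stimulation; lower signal means less secretion.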
# Nrf2 ARE act = Nrf2 pathway activation; AREc32 ARE-luciferase reporter (MCF7-derived line), luminescence, 24 h; Potency, µM (titrated, usually from 46.1 µM), without a hit: at the highest dose activation, usual class: activators; 410,000 compounds, 0.31% hits; AID 624171; also: potency is read from the fitted curve at half-maximal effect; % of control where 0% means no effect; nearly all actives have a fitted effect of over 65% in size
#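 Cells of the AREc32 ARE-luciferase line are plated in OPTI-MEM containing 5% FBS and left overnight at 37 deg C. Compounds are pinned in, incubation continues 24 hr, and firefly luciferase signal is then measured.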
# A549 viability = A549 cytotoxicity, counter-screen for Nrf2 inhibitors. Potency, µM (series often up to 46 µM), without a hit: top-dose activity change, negative = cytotoxicity, actives largely listed as inhibitors. 390,000 compounds, 0.16% hits. A549 ARE-Fluc cells, CellTiter-Fluor viability, 18-24 h; also: potency is read from the fitted curve at half-maximal effect; % is scaled to controls: 0 for no effect and ±100 for the full control effect
#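 Cytotoxicity counterscreen: CellTiter-Fluor fluorescence was measured in A549 ARE_Fluc cells after 18-24 h of compound exposure in a concentration series. The subsequent BugLite luminescent read reports ARE-luciferase activity.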
# MCF10A rerep = induces DNA re-replication in MCF 10a normal breast cells | Potency, µM (doses to about 46.1 µM), without a hit: top-dose activity, positive = re-replication, hits mostly activators | MCF 10A DNA re-replication, Hoechst nuclear intensity, 48 h | 350,000 compounds, 2.9% hits; also: potency is read from the fitted curve at half-maximal effect; % of control where 0% means no effect; nearly all actives have a fitted effect of over 50% in size
# * = called active by the depositor; i = inactive; u = inconclusive; x = no result given; [ ] = dose if it differs, or a comment. Unless noted, calls follow the shape of the dose curve; as a rule, active = well fitted curve in the direction sought with a large enough effect; inconclusive = small, poorly fitted or top-dose-only effect, or another doubt; inactive = no such curve, though single readings can be large; an effect the other way counts as inactive or inconclusive.
SMILES,TGFb inhibitor,Nrf2 inh,HepG2 tox,ATXN2 expr inh,S2 tox,IL-1B inflam inh,Nrf2 ARE act,A549 viability,MCF10A rerep
FC(F)(F)c1cccc(N2CCN(C3CC4CCC3C4)CC2)c1 (stereo not given),u,u,13.4%,u,i,29.4,3.4%,13.8%,u
O=C(COc1ccc(Br)cc1CO)Nc1ccc(S(=O)(=O)N2CCCCC2)cc1,-22.7%,u,0.2%,u,i,-19.2,-0.1%,-4.0%,6.4%
CCCCC(CC)Cn1c(O)c(/C=C2\C=NN=C2c2ccccc2)sc1=S (stereo not given),u,-18.6%,1.0%,u,x,-104.2*,-0.3%,u,u
N#CCN(C(=O)COC(=O)C1CC2CCCC(C1)C2=O)c1ccccc1 (stereo not given),-3.1%,14.5%,0.0%,-4.3%,i,13.0,-1.0%,-1.7%,-0.5%
CCOc1ccc(CCNC(=O)COC(=O)c2cc(S(=O)(=O)N3CCOCC3)ccc2F)cc1OCC,12.6%,0.6%,9.7%,-0.9%,i,-2.0,0.0%,-2.7%,-0.5%
Cc1ccc(S(=O)(=O)c2nc(S(C)(=O)=O)sc2NCc2ccc3c(c2)OCO3)cc1,0.0%,10.5%,0.7%,7.1%,i,-8.5,3.8%,-2.4%,3.6%
CC(=O)Nc1ccc(S(=O)(=O)NN=Cc2ccc(Cl)c(Cl)c2)cc1,0.0%,9.5%,-7.0%,-18.9%,i,-8.1,0.3%,-2.9%,4.2%
N/C(COc1ccccc1)=N\NS(=O)(=O)c1ccccc1,u,u,-0.3%,3.0%,i,-12.2,0.0%,-4.2%,11.4%
Cc1c(C(=O)NCCN2CCOCC2)oc2ccc(Br)cc12,16.6%,20.9%,2.0%,19.4%,u,-4.9,3.2%,3.8%,8.2%
CN(c1ccc(OCC(=O)N2CCC(C(N)=O)CC2)cc1)S(=O)(=O)c1cccs1,0.0%,12.5%,6.1%,7.4%,i,15.1,-0.3%,-5.2%,-0.5%
Fc1ccc(-n2ncc3c(N4CCN(Cc5ccccc5)CC4)ncnc32)cc1,-2.9%,x,-13.5%,-0.3%,i,x,4.9%,-6.8%,x
CC[C@@]1(C(=O)OC)N[C@H](CN(C)S(=O)(=O)c2ccc(C(C)(C)C)cc2)[C@@H]2C(=O)N(C)C(=O)[C@@H]21,7.3%,16.9%,1.9%,3.4%,i,10.0,0.4%,-7.4%,4.2%
Cc1ccccc1NNC(N)=S,-7.4%,5.0%,17.2%,-10.7%,i,u,0.4%,-1.0%,0.8%
Cc1ccccc1-n1c(=S)[nH]c2nc3c(cc2c1=O)COC(C)(C)C3,-1.8%,-15.7%,-1.5%,-8.9%,i,-22.0,-0.9%,3.8%,6.9%
COc1ccc(C(=O)N2CCCC(Nc3ccc(F)cc3)C2)c(OC)c1 (stereo not given),25.8%,4.0%,2.2%,-3.9%,i,4.4,0.3%,0.6%,0.5%
CC(=O)Nc1ccc(/C=N/N2C(C)CCCC2C)cc1 (stereo not given),-1.0%,20.6%,11.8%,-5.1%,i,19.6,-0.4%,2.0%,-12.7%
CC(C)=CC(=O)Nc1ccccc1C(N)=O,-0.8%,14.1%,-28.6%,12.4%,i,-16.5,-0.2%,4.9%,u
CCOC(=O)c1c(C)n(C)c2ccc(OCC(N)=O)cc12,-0.2%,2.8%,1.0%,3.0%,i,-13.6,0.2%,-3.8%,-3.3%
O=C(Nc1ccc(N2CCCC2)c(Cl)c1)c1ccccc1F,8.3%,x,-35.5%,x,i,-50.4*,1.1%,x,x
CCOc1cc(N2CCOCC2)c(OCC)cc1NS(=O)(=O)c1ccc(Cl)s1,-20.8%,-22.2%,-22.2%,-12.0%,u,36.9,-0.8%,-25.7%,6.31µM*
CC1CCCN(C(=O)CN2C(=O)NC3(CCCCC3C)C2=O)C1 (stereo not given),-22.1%,4.9%,9.3%,-10.8%,i,23.2,-0.1%,2.7%,-16.1%
COc1ccc(CCNC(=O)c2nc(SCc3ccccc3F)ncc2Cl)cc1OC,u,16.4µM*,-27.4%,x,x,x,-0.4%,-12.3%,x
c1c(CC2CCCC2)nnn1C[C@H]1CC[C@@H]([C@@H]2CC[C@H](Cn3cc(CC4CCCC4)nn3)O2)O1,-2.1%,-27.7%,-3.5%,1.6%,i,11.8,-0.6%,-7.0%,0.7%
CCOC(=O)c1[nH]c(C)c(/C(O)=C2\C(=O)C(=O)N(CCN3CCOCC3)C2c2ccco2)c1C (stereo not given),-10.0%,12.4%,-19.1%,-1.0%,i,-4.8,3.6%,1.5%,-8.6%
Cc1cccc(N(CC(=O)O)CC(=O)O)c1,20.1%,0.5%,2.6%,-9.0%,u,3.3,-0.3%,8.2%,-1.0%
# More compounds follow.
SMILES,TGFb inhibitor,Nrf2 inh,HepG2 tox,ATXN2 expr inh,S2 tox,IL-1B inflam inh,Nrf2 ARE act,A549 viability,MCF10A rerep
CCCn1c2ccccc2c2cnn(CC(=O)NCCc3ccc(C)cc3)c(=O)c21,-2.0%,u,-13.7%,13.5%,i,x,-0.8%,14.9%,x
CCOC(=O)c1cnc2c(Cl)c(Cl)ccc2c1N1CCN(C)CC1,0.8%,-8.3%,-47.2%,-17.9%,i,-50.1*,3.4%,-4.8%,17.6%
COc1cccc(CNCCCSc2nnnn2C)c1OC,22.1%,4.8%,1.1%,-4.2%,i,x,-0.9%,-7.6%,x
O=c1n(-c2ccc(Br)cc2)cnn1-c1ncccc1[N+](=O)[O-],-1.3%,u,-7.4%,12.4%,i,-16.0,2.8%,11.5%,3.2%
C/C(=N\NC(=O)CN(c1ccc(Oc2ccccc2)cc1)S(C)(=O)=O)C(C)(C)C,-3.3%,13.8%,-20.3%,x,i,3.2,-0.3%,8.1%,16.2%
CC(=O)N(Cc1cc2ccccc2[nH]c1=O)c1ccc(C)cc1,-0.2%,-8.4%,1.7%,x,i,-4.6,-0.6%,0.6%,-1.1%
Cc1ccc(NC(=O)N2CCC(O)(c3ccc(Cl)cc3)CC2)cc1,-2.6%,4.2%,0.3%,0.7%,i,7.2,-0.4%,5.8%,0.3%
C[C@H](CO)N1C[C@H](C)[C@@H](CN(C)C(=O)NC2CCCCC2)Oc2c(NS(=O)(=O)c3ccc(F)cc3)cccc2C1=O,6.7%,-5.6%,-0.6%,1.1%,i,13.3,1.6%,-2.7%,u
Cc1ccc(-n2cc(CNCCCN3CCCC3=O)c(-c3ccc(F)cc3)n2)cc1,u,13.7%,-35.8%,-27.1%,x,-67.9*,4.4%,0.5%,13.5%
Cc1ccc(-c2cc(O)cc3sc(=O)oc23)cc1C,u,-1.5%,-54.8%,x,u,-1.4,u,-11.8%,u
CCOC(=O)CSc1nc(CC)nc2ccccc12,15.9%,6.5%,3.5%,-8.0%,u,-9.8,8.7%,-4.4%,-6.6%
Cc1cccc(C(=O)Oc2c(Sc3ccccc3)c(C)nn2C(C)(C)C)c1,u,7.6%[9.27 µM],-33.9%,-24.0%,i,x,0.0%,-7.0%,x
C=CCNC(=O)c1ccc(-c2nc3ccccc3nc2-c2ccccc2)cc1,-11.0%,-4.2%,4.9%,-12.6%,i,-11.1,0.2%,-0.3%,u
CC1(c2nnnn2-c2ccc3c(c2)OCCO3)CCC(=O)N1CCc1c[nH]c2ccccc12 (stereo not given),x,x,x,20.8%,i,11.5,0.2%,x,x
O=C(NC1CCCC1)C(c1ccccn1)N(C(=O)c1csnn1)C1CCCCC1 (stereo not given),-0.5%,11.0%,-35.5%,2.2%,i,37.5,0.2%,0.4%,0.9%
CC1CCC(NC(=O)C(NC(=O)c2ccccc2)C(C)C)CC1 (stereo not given),-0.3%,-1.2%,-5.9%,-26.4%,i,-1.0,-0.7%,19.0%,13.0%
CCC(CC)C(=O)Nc1nnc(SCc2cc(=O)n3cccc(C)c3n2)s1,u,x,-11.8%,x,x,x,5.7%,-1.9%,x
Cc1ccc(O)c(CC(C)C)n1,u,21.5%,6.2%,-8.5%,i,-7.5,-0.2%,-1.2%,-3.9%
CCCCCCn1cc(C(=O)O)c(=O)c2cc(F)c(N3CCCCC3)cc21,-1.2%,-9.5%,-36.7%,229.9%[activator],i,3.9,-0.3%,13.5%,u
O=C(NCc1cccc(Cl)c1)NCc1noc2ccccc12,-10.2%,19.1%,-16.4%,5.1%,i,x,5.9%,5.2%,x
O=C1CCCN1S(=O)(=O)c1ccccc1,-4.5%,8.6%,-1.3%,2.0%,i,15.1,0.7%,1.0%,-16.7%
CCn1c(SCC(=O)Nc2nccs2)nnc1-c1ccccc1,-29.7%,7.1%,0.3%,-3.4%,i,4.7,0.0%,12.0%,15.8%
CCOC(=O)CC(=O)CSc1nc2ccc(OC)cc2cc1C,-3.7%,6.5%,-10.6%,17.8%,i,-4.9,0.0%[9.22 µM],16.3%,-10.9%
CC(C)OC(=O)c1ccc(NC(=O)C2C3CC4OC(=O)C2C4C3)cc1 (stereo not given),63.9%[activator],u,2.0%,55.4%[activator],i,2.5,3.7%,-6.6%,-10.0%
CCOC(=O)C1CCCN(c2c(N3CCN(c4cccc(Cl)c4)CC3)c(=O)c2=O)C1 (stereo not given),-0.4%,13.9%,4.6%,-3.2%,i,1.1,-0.5%,0.0%,9.9%

# Among those listed so far, these contain a thiophene ring, fused or not:
SMILES,TGFb inhibitor,Nrf2 inh,HepG2 tox,ATXN2 expr inh,S2 tox,IL-1B inflam inh,Nrf2 ARE act,A549 viability,MCF10A rerep
CN(c1ccc(OCC(=O)N2CCC(C(N)=O)CC2)cc1)S(=O)(=O)c1cccs1,0.0%,12.5%,6.1%,7.4%,i,15.1,-0.3%,-5.2%,-0.5%
CCOc1cc(N2CCOCC2)c(OCC)cc1NS(=O)(=O)c1ccc(Cl)s1,-20.8%,-22.2%,-22.2%,-12.0%,u,36.9,-0.8%,-25.7%,6.31µM*
